UBC9 SUMO inh: inhibitors of in vitro SUMOylation cascade, primary screen, biochemical, HTRF, uHTS. actives 0.36% (n = 290,000). inhibition, % at 35 µM. SUMO-conjugating enzyme UBC9 (Homo sapiens), P63279. HTRF SUMOylation assay, SAE1/SAE2 + UBC9; in the data active = inhibition above about 50%, passing the limit was not always enough; note: strong numbers were not always called active
IDE act: human IDE activators in live cells, primary screen, fluorescence polarization, HEK cells, FAbeta-B substrate; Insulin-degrading enzyme (Homo sapiens), P14735; FAbeta-B cleavage; 0% vehicle, 100% cell-free pure enzyme wells; activation, % at 5.96 µM; actives 0.073% (n = 340,000);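 active = activation above the mean of all tested compounds plus 3 SD, set per screening campaign, cut at about 17% in these data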
Target sequence (P14735 whole entry, looked up): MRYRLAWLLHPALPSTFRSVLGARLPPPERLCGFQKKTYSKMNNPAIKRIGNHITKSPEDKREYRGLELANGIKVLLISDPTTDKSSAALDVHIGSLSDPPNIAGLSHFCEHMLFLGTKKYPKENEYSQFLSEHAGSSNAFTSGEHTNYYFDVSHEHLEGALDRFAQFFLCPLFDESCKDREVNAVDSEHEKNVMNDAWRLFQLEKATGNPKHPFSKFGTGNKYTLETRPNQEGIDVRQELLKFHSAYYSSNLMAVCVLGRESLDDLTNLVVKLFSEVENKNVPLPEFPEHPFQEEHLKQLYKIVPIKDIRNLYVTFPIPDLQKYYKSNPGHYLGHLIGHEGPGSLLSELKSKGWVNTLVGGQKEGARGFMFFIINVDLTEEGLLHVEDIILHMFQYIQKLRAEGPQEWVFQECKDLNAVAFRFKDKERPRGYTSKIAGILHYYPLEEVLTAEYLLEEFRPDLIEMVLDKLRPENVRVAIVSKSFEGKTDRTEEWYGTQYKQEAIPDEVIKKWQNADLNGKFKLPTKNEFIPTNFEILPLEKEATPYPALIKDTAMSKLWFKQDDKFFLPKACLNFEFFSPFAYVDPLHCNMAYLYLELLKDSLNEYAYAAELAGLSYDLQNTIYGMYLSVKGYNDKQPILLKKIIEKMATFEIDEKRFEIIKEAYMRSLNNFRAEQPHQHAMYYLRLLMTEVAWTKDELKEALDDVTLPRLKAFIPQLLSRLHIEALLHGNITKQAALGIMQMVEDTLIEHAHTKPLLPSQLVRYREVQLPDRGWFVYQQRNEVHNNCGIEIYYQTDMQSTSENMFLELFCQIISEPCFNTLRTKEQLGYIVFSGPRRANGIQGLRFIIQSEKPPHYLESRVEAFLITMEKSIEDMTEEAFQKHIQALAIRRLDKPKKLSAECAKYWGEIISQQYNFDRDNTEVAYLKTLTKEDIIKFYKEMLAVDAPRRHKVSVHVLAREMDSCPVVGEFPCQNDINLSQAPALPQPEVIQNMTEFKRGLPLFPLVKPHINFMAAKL
FID counter: compounds displacing fluorescent DNA intercalator, primary screen, artefact control for HCV NS3 helicase inhibitor project, biochemical, FID fluorescence | inhibition, % at 7.9 µM | actives 0.17% (n = 290,000) | AID 1845, 2009 | DNA fluorescent intercalator displacement; in the data active = inhibition above about 37%;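 note: 0% = vehicle and 100% = reference compound; higher means more ethidium bromide displaced from hairpin DNA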
pCIP destab: p/CIP-EGFP fusion destabilizers, primary screen, fluorescence, F442A cells. Q05BA5. 16 h. decrease of EGFP signal, % at 10 µM. actives 0.01% (n = 290,000);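 active = EGFP signal decrease of at least 30% at 10 µM or well 3 SD below plate mean, unless failing retest; inactive = the rest, including hits failing retest or dose response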; note: some compounds called inactive have numbers as strong as hits; many of its hits are not listed in these tables
HCV NS3 hel inh: inhibitors of HCV NS3 helicase, primary screen, biochemical, Cy5 molecular beacon fluorescence | Hepatitis C virus NS3 helicase | inhibition, % at 10.9 µM | actives 0.56% (n = 290,000) | NS3 helicase DNA unwinding;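 active = inhibition above the mean of all tested compounds plus 3 SD, set per campaign, cut at about 35% in these data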;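 note: 0% = DMSO wells and 100% = thioflavine S control wells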
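test system = hepatitis C virus NS3 helicase domain fragment enzyme | reagent = annealed dual-labelled DNA beacon duplex, ATP-started | times = 1 h at 25 °C | detection = Cy5 fluorescence, 0 and 60 min reads | read-out basis = percent inhibition from t60/t0 fluorescence ratio | control set = DMSO and thioflavine S | replication = one well per compound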
M18AAP inhibitor: PfM18AAP inhibitors, malaria aminopeptidase, primary screen, biochemical, QFRET, recombinant enzyme; M18 aspartyl aminopeptidase (Plasmodium falciparum 3D7); H-Glu-NHMec fluorogenic cleavage; inhibition, % at 7.35 µM; actives 1.2% (n = 290,000); AID 1822, 2009;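 active = inhibition above the campaign mean inhibition over all tested compounds plus 3 SD, cut at about 28% in these data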;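 note: 0% = plate median of test compound wells and 100% = 2 mM ZnCl2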
IMP-1 inhibitor: IMP-1 metallo-beta-lactamase inhibitors, primary screen, biochemical, epi-absorbance readout, Pseudomonas aeruginosa enzyme. purified IMP-1, nitrocefin hydrolysis, epi-absorbance fluorescence. AID 1556, 2009. metallo-beta-lactamase IMP-1 (Pseudomonas aeruginosa). actives 0.45% (n = 290,000). inhibition, % at 5.6 µM;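 active = inhibition above the mean plus 3 SD of all compounds in the same screening run, cut at about 4.5% in these data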;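 note: 0% = IMP-1 with DMSO and 100% = DMSO wells lacking enzyme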
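System: Purified IMP-1 | Read-out basis: Percent enzyme inhibition | Controls: IMP-1 with DMSO as 0%, enzyme-free DMSO as 100% | Replicates: One well per compound | Doses: 5.6 µM nominal single concentration | Detection: Epi-absorbance fluorescence, 480 nm excitation, 530 nm emission | Incubation: 25 °C, 15 min preincubation, 25 min reaction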
IDE cell inh: human IDE inhibitors in live cells, primary screen, fluorescence polarization, HEK cells, FAbetaB substrate; FAbetaB cleavage; inhibition, % at 5.59 µM; actives 0.41% (n = 320,000);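 active = percent inhibition above the average of all tested compounds plus 3 SD, set per screening campaign, cut at about 16% in these data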;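 note: IDE supplied by intact live HEK cells; FP after avidin binding of uncleaved biotin substrate so inhibition keeps polarization high; 0% = DMSO wells and 100% = 60 µM reference IDE inhibitor Ii1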
VIM-2 inhibitor: VIM-2 metallo-beta-lactamase inhibitors, primary screen, biochemical, epi-absorbance readout, Pseudomonas aeruginosa enzyme; purified VIM-2, nitrocefin hydrolysis, epi-absorbance fluorescence; inhibition, % at 5.6 µM; actives 0.89% (n = 290,000);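 active = inhibition above the mean of all tested compounds plus 3 SD, cutoff set per screening run, cut at about 7.5% in these data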;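 note: red hydrolysis product quenches plate fluorescence so inhibitors raise well fluorescence; 0% = enzyme with DMSO and 100% = DMSO without enzyme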
* = called active by the depositor; / = no result given.

SMILES	UBC9 SUMO inh	IDE act	FID counter	pCIP destab	HCV NS3 hel inh	M18AAP inhibitor	IMP-1 inhibitor	IDE cell inh	VIM-2 inhibitor
O=C(NNC(=O)c1ccccc1[N+](=O)[O-])Nc1ccccc1C(F)(F)F	8	6	-5	-5	-4	-1	-2.4	-6	-2.2
O=C(c1ccoc1)N1CCCC(N2CCN(c3cccc(Cl)c3)CC2)C1 (stereo unspecified)	10	0	-32	-4	3	4	-2.8	/	-2.2
CN(C)/C=C/C(=O)c1ccc(Br)s1	11	0	-5	-1	17	5	-1.7	-4	-1.5
O=C1NC(=Nc2ccccc2Cl)S/C1=C\c1ccc(C(=O)O)cc1	14	0	-10	-8	15	10	-2.6	0	-4.6
Cc1c(C#N)c2ncnc(-c3ccccc3)c2n1-c1ccccc1	14	4	-5	0	-1	4	-6.3	2	-4.2
COc1ccc(CN(CC(=O)NCC2CCCO2)C(=O)CCC(=O)Nc2nccs2)cc1 (stereo unspecified)	8	-2	-27	-12	-6	-13	-0.5	0	1.3
COc1ccc(OCCN2CCN(C3CC(=O)N(CCC(C)C)C3=O)CC2)cc1 (stereo unspecified)	6	4	-6	-12	0	1	-3.5	1	-2.4
CCCCNc1nc2sc3c(c2c(=O)n1-c1cccc(Cl)c1)CCN(C)C3	13	4	-6	-22	5	3	-1.9	5	-1.8
Cc1ccccc1OCCNC(=O)c1ccccc1Sc1ccccc1C#N	13	-2	-27	-11	0	1	-2.3	7	-0.9
O=C(OCC1COc2ccccc2O1)c1ccccc1F (stereo unspecified)	-3	6	-9	-5	7	-2	1.1	-1	-0.4
COc1cccc(NC(=O)N2CCCC(C(=O)Nc3ccccc3OC)C2)c1 (stereo unspecified)	24	5	-16	7	1	-3	-1.3	-4	-2.5
CC(C)c1nc2sc(C(=O)O)c(N)c2c2c1CCCC2	11	-11	-15	-12	28	-2	-3.8	1	-1.3
CCc1cc2c3c(c1)C1(C(=O)N3C(C)(C)CC2C)C(C#N)=C(N)N2C(=C1C#N)Nc1ccccc12 (stereo unspecified)	-5	1	-20	3	14	7	-3.1	-2	-2.2
Cc1ccccc1S(=O)(=O)NC1OC(=O)C(Oc2ccccc2)=C1Br (stereo unspecified)	8	-5	4	4	12	4	-1.1	3	-1.2
O=C(NC1CCCCC1)C(c1ccccc1)N(Cc1ccco1)C(=O)c1csnn1 (stereo unspecified)	3	-2	-34	-14	5	6	-1.6	0	-0.1
Cc1ccc(S(=O)(=O)N2CCCC(C(=O)NCCC(C)C)C2)cc1 (stereo unspecified)	6	5	-7	-6	6	-1	-0.8	-1	-1.7
O=C(CN1CCCC1)Nc1cc(F)ccc1F	2	6	-2	-4	-1	1	-3.2	2	-3.3
CCOc1ccccc1Nc1nc(-c2sc(NC(=O)c3cccc(Cl)c3)nc2C)cs1	-16	-5	3	-7	8	-6	-0.2	2	-1.2
O=C(O)c1ccc(S(=O)(=O)N2CCCc3ccccc32)cc1	-9	2	-5	3	0	2	-0.3	-8	-0.2
Cc1ccccc1OCC(=O)NCCN1CCCC1	20	10	-4	-11	1	6	-0.3	4	-3.1
CC1C(=O)Nc2ccccc2N1C(=O)c1c(F)cccc1F (stereo unspecified)	-7	4	-6	6	10	0	0.0	4	-3.2
CCOc1cc(CNC(CC)CO)ccc1OCC(=O)Nc1cccc(C(F)(F)F)c1 (stereo unspecified)	-2	-1	26	6	-33	-7	-2.5	1	0.4
Cc1ccc(S(=O)(=O)CCc2nnc(N)s2)cc1	13	4	-2	-1	9	-2	-2.6	3	-2.1
Cc1ccc(N=C2NC(=O)/C(=C/C=C/c3ccco3)S2)cc1C	55*	-1	-20	0	61*	4	0.2	7	-3.0
N#Cc1ccc(S(=O)(=O)N2CCCN(c3ccc(C(F)(F)F)cn3)CC2)cc1	-4	/	-20	-6	-14	11	0.3	3	0.6
Cc1nc(Nc2nc3ccccc3o2)nc(C)c1C	-13	5	0	-4	0	9	-5.1	2	-0.7
COC(=O)c1sccc1S(=O)(=O)NCc1ccc(S(N)(=O)=O)cc1	19	-1	4	4	1	3	-1.0	-8	-1.8
CCN(CCNS(=O)(=O)c1ccc2[nH]c(=O)sc2c1)c1ccccc1	-10	-7	4	-11	-1	4	-3.4	1	-4.5
COc1ccc(CN(C)C(C)C(=O)Nc2ccc(S(=O)(=O)N3CCCC3)cc2)c(OC)c1OC (stereo unspecified)	-2	/	-8	-4	-2	-2	-2.5	-1	-3.4
CN=C1SC(CC(=O)Nc2ccc(F)cc2F)C(=O)N1/N=C(\C)c1cccc(OCC(=O)O)c1 (stereo unspecified)	28	-7	-32	-14	-16	-14	-2.3	-1	-3.0
Cc1cc(C)n2c(SCC(=O)N(C)C3CCCCC3)nnc2n1	16	-2	-8	-1	0	-6	-0.7	-6	0.6
S=c1nc2ccccc2c2nc(-c3cccnc3)[nH]n12	-7	3	-1	4	1	8	-2.9	-5	-2.1
CCN1/C(=C2/SC(=S)N(NC(C)=O)C2=O)Sc2ccc(OC)cc21	-3	-1	-6	0	-2	3	-0.5	4	0.5
CCN(/C=N/c1sc2c(c1C#N)CC(C)(C)NC2(C)C)CC	19	1	13	-17	3	4	2.6	1	-0.6
O=C(c1ccco1)N(Cc1ccc(Cl)cc1)Cc1ccco1	-7	9	-42	4	3	1	-1.9	8	-1.7
O=C(O)CSc1nc(-c2cccs2)cc(C(F)(F)F)n1	-3	/	-1	-6	3	-13	-4.5	-6	-2.3
COCCNc1c(-c2cc3ccc(C)c(C)c3[nH]c2=O)nc2ccccn12	18	5	0	-9	-6	10	-0.8	4	-0.4
O=C(CSc1nc2ccccc2o1)NCCOc1ccccc1	20	2	-13	-5	0	-3	-2.8	4	-3.4
c1ccc(-c2ncc(-c3ccn[nH]3)s2)cc1	10	-7	8	13	3	6	-3.1	-1	-1.7
COc1cc(OC)cc(C(=O)NC2CCN(CC(=O)Nc3cccc4ccccc34)CC2)c1	17	4	-4	-13	1	-2	-2.8	1	-1.4
O=C(NCc1ccccc1Cl)c1ccc2ccccc2n1	14	3	-24	-13	-13	0	-2.7	-4	0.8
COc1ccc(N2CCN(C(=O)c3cc4ccccc4o3)CC2)cc1	8	5	-30	7	-1	4	-0.2	1	-1.7
CCC(/C=C1\Sc2ccc(OC)cc2N1CCO)=C\c1sc2ccc(OC)cc2[n+]1CCO	-10	-9	-44	-5	5	34*	-0.3	15	-0.8
Cc1ccc(N2CCN(S(=O)(=O)c3ccc(F)cc3)CC2)c(C)c1	-11	5	-7	-6	-1	3	-2.4	-2	-3.2
CCN(CC)CCNC(=O)NC(=O)c1ccc(Cl)cc1	14	-1	-2	-3	10	-1	-2.0	12	-3.8
COc1ccc(CNC(=O)C2CCC(CNc3c(N4CCCCC4)c(=O)c3=O)CC2)cc1 (stereo unspecified)	-14	7	-26	-10	4	-1	-1.8	-3	-0.8
NC(=S)NN=C1c2cc(S(=O)(=O)N3CCOCC3)ccc2-c2ccc(S(=O)(=O)N3CCOCC3)cc21	-6	-1	-6	-13	6	-2	-4.1	8	-5.3
Cc1cccc(OCC(O)Cn2c(-n3nc(C)cc3C)nc3c2c(=O)[nH]c(=O)n3C)c1 (stereo unspecified)	-2	-3	-31	-2	-2	-3	-2.5	4	-1.4
CC1C=CCC2C(=O)N(c3cccc(C(=O)Nc4ccc(F)cc4)c3)C(=O)C12 (stereo unspecified)	-2	0	-28	-6	0	3	-5.8	2	-3.1
CCC(C(=O)N1CCC(N2CCCCC2)CC1)n1nc(C)c2sc3ccccc3c2c1=O (stereo unspecified)	24	2	8	-11	-13	-7	-2.9	-3	-0.8
O=S(Cc1ccc(Cl)cc1)c1ncc(CO)n1Cc1ccccc1 (stereo unspecified)	10	9	-15	-8	-9	-2	-1.1	2	-1.6
O=C(CCN1C(=O)C2C3C=CC(C4CC34)C2C1=O)OCC(=O)c1ccccc1 (stereo unspecified)	3	2	-34	10	-1	-5	0.8	0	-0.9
COc1ccc(C(=O)O/N=C(\N)c2cccc(C)c2)cc1OC	-3	-2	-18	4	1	-3	-2.1	3	-1.7
CC1=NCC(C)c2c1[nH]c1ccccc21 (stereo unspecified)	15	2	6	-4	-23	-8	-1.4	0	2.1
Cc1ccc(S(=O)(=O)c2c(N)n(/N=C/c3ccco3)c3nc4ccccc4nc23)cc1C	97	2	-5	-8	0	4	-1.4	-1	-0.8

Sorted by SMILES length (lowest first): 9 of the compounds above
SMILES	UBC9 SUMO inh	IDE act	FID counter	pCIP destab	HCV NS3 hel inh	M18AAP inhibitor	IMP-1 inhibitor	IDE cell inh	VIM-2 inhibitor
CC1=NCC(C)c2c1[nH]c1ccccc21 (stereo unspecified)	15	2	6	-4	-23	-8	-1.4	0	2.1
COc1ccc(C(=O)O/N=C(\N)c2cccc(C)c2)cc1OC	-3	-2	-18	4	1	-3	-2.1	3	-1.7
COc1ccc(N2CCN(C(=O)c3cc4ccccc4o3)CC2)cc1	8	5	-30	7	-1	4	-0.2	1	-1.7
Cc1ccc(N2CCN(S(=O)(=O)c3ccc(F)cc3)CC2)c(C)c1	-11	5	-7	-6	-1	3	-2.4	-2	-3.2
O=C(CCN1C(=O)C2C3C=CC(C4CC34)C2C1=O)OCC(=O)c1ccccc1 (stereo unspecified)	3	2	-34	10	-1	-5	0.8	0	-0.9
CCC(C(=O)N1CCC(N2CCCCC2)CC1)n1nc(C)c2sc3ccccc3c2c1=O (stereo unspecified)	24	2	8	-11	-13	-7	-2.9	-3	-0.8
CCC(/C=C1\Sc2ccc(OC)cc2N1CCO)=C\c1sc2ccc(OC)cc2[n+]1CCO	-10	-9	-44	-5	5	34*	-0.3	15	-0.8
Cc1ccc(S(=O)(=O)c2c(N)n(/N=C/c3ccco3)c3nc4ccccc4nc23)cc1C	97	2	-5	-8	0	4	-1.4	-1	-0.8
NC(=S)NN=C1c2cc(S(=O)(=O)N3CCOCC3)ccc2-c2ccc(S(=O)(=O)N3CCOCC3)cc21	-6	-1	-6	-13	6	-2	-4.1	8	-5.3

Compound activity as filed in PubChem BioAssay.
